From PubChem
LAP4 TOR yeast: yeast TOR pathway LAP4-GFP modulation; S. cerevisiae LAP4-GFP multiplex, flow cytometry GFP, 3 h; median GFP as percent of DMSO wells; GFP response vs DMSO, % at 10 µM; 320,000 tested, 0.34% active; AID 2023;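 active = GFP response vs DMSO above a set limit, about the screen mean plus 3 SD, cut at about 150% in these data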
MEP2-GFP yeast: yeast TOR pathway MEP2-GFP modulation | S. cerevisiae MEP2-GFP strain, flow cytometry GFP, 3 h; 100% = DMSO control level | GFP response vs DMSO, % at 10 µM | 330,000 tested, 0.51% active | AID 2016;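 active = GFP response versus DMSO above a set limit, roughly screen mean plus 3 SD, cut at about 180% in these data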;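 also: median GFP fluorescence of the barcode-gated MEP2-GFP cells per well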
RPL19A TOR yeast: alters RPL19A-GFP fluorescence in TOR pathway yeast screen; percent response vs DMSO, % at 10 µM; S. cerevisiae RPL19A-GFP strain, flow cytometry, 3 h; stronger effect = lower value; 330,000 tested, 0.3% active;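 active = percent response vs DMSO below 50%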;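 also: median channel GFP fluorescence of the barcoded RPL19A-GFP strain; ratio of sample median GFP to plate DMSO average so 100% = DMSO; lower means less RPL19A-GFP as with rapamycin TOR inhibition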
CIT2 TOR yeast: alters CIT2-GFP fluorescence in TOR pathway yeast screen; 320,000 tested, 0.065% active; GFP response vs DMSO, % at 10 µM; S. cerevisiae CIT2-GFP strain, flow cytometry, 3 h; 100 means same as DMSO wells;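 active = GFP response relative to DMSO above a set limit, near the screen mean plus 3 SD, cut at about 150% in these data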;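 also: ratio of well median GFP fluorescence to mean of DMSO wells on the plate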
AGP1 TOR yeast: yeast TOR pathway AGP1-GFP modulation; S. cerevisiae AGP1-GFP multiplex flow cytometry, 3 h; GFP as percent of DMSO wells; 320,000 tested, 0.02% active; GFP response vs DMSO, % at 10 µM;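 active = GFP response relative to DMSO above a set limit, near screen average plus 3 SD, cut at about 150% in these data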;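 also: median GFP channel fluorescence of the gated AGP1 strain per well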
Efflux pump inh: blocks antifungal efflux pumps in multiplex yeast assay. S. cerevisiae Candida pump triplex, Nile Red efflux. inhibition, % at 10 µM. 330,000 tested, 0.44% active. AID 485275;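 active = plate passing quality check with inhibition over a set limit, or well fluorescence over plate mean plus 4 SD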;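 also: Nile Red retained in pooled yeast measured as flow cytometry median fluorescence; 0% = buffer negative control and 100% = Enniatin B positive control; higher means more Nile Red kept so more efflux inhibition; some compounds called inactive have numbers as strong as hits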
CR mimetic SO: caloric restriction mimetics inhibiting age-related superoxide in yeast | 330,000 tested, 0.18% active | AID 2690 | S. cerevisiae aged cells, superoxide DHE fluorescence; stronger effect = lower value | superoxide response (% of plate mean), % at 10 µM;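 active = superoxide response under a set limit, about three screen SD below normal, cut at about 65% in these data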;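 also: yeast aged for seven days with compound at 30 °C before DHE staining; 100% = average MFI of all compound-treated wells on the plate with controls excluded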
AHR act: activates the human aryl hydrocarbon receptor | 320,000 tested, 2.5% active | activation, % at 5 µM | P35869 | AHR-responsive luciferase reporter cells, luminescence; in the data active = activation above about 47%;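 also: 0% = vehicle wells and 100% = reference agonist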
Target sequence (P35869 whole entry, looked up): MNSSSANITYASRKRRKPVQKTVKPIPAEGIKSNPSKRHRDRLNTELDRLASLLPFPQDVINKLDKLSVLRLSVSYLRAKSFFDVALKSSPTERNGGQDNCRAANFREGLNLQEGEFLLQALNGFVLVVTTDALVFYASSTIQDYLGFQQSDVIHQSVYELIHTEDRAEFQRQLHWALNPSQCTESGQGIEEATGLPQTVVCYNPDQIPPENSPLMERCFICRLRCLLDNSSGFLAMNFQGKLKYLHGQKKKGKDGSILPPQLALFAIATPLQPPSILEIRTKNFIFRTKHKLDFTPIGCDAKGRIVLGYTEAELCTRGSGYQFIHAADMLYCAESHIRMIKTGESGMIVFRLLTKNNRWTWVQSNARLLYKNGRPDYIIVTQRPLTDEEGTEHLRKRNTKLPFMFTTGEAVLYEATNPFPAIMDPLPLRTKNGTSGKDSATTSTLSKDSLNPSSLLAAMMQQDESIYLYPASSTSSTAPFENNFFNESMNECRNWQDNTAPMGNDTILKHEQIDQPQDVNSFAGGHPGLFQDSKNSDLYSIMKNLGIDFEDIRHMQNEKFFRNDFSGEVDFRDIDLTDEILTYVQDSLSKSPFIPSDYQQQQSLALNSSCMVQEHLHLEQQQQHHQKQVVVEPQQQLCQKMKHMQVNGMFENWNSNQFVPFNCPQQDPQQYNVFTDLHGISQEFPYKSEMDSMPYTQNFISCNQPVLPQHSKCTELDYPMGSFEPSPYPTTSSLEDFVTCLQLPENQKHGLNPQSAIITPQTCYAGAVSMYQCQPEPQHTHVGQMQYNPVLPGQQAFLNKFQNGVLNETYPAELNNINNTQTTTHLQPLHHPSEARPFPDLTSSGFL
Numbers without * were called inactive; / = not tested or not shown.

Results follow in this order: Efflux pump inh	LAP4 TOR yeast	AHR act	MEP2-GFP yeast	AGP1 TOR yeast	RPL19A TOR yeast	CIT2 TOR yeast	CR mimetic SO
C/C(=N\Nc1ccccc1)c1c(O)cc(C)oc1=O
→ -0.1	99	14	99	103	101	108	99
COc1ccc(OCCNC(=O)/C=C/c2ccccc2)cc1
→ -0.1	120	2	97	89	99	87	96
O=C(O)CCn1cc(/C=C\C(=O)c2ccc(Cl)cc2)c(-c2cccc(Br)c2)n1
→ 0.2	92	2	99	100	99	100	86
CCC(CC)NCc1ccc(OC)cc1OC
→ -0.1	99	1	98	100	101	113	88
Cc1ccc(S(=O)(=O)c2c[nH]c3ccc(C)cc3c2=O)cc1
→ -0.1	112	/	109	98	103	94	91
CC(C)(C)NC(=O)C1CC(=O)OC12CCOC(C)(C)C2 (configuration not stated)
→ -0.4	111	0	107	109	98	104	102
Cc1ccc(C(O)CN2C3=NCCCN3c3ccccc32)cc1 (configuration not stated)
→ 0.1	95	5	104	103	99	99	93
CCN(CC)S(=O)(=O)c1ccc(-c2nnc(SCC(=O)Nc3ccc(OC)c(OC)c3)o2)cc1
→ 0.6	98	1	98	95	101	/	99
COc1ccc(Cn2c(=O)cc(C)[nH]c2=S)cc1
→ 0.0	107	3	97	107	97	109	106
CCN(C(=O)c1c(-c2ccccc2Cl)noc1C)C1CCCCC1
→ 0.0	99	-1	101	103	102	100	104
CSc1ccccc1NC(=O)Nc1ccc(F)c(Cl)c1
→ -0.1	113	3	101	92	100	96	94
COC(=O)c1ccc(CSc2nc3c(cnn3-c3ccc(C)c(C)c3)c(=O)[nH]2)o1
→ 0.2	100	1	103	96	97	96	110
CCC(c1nnnn1Cc1ccco1)N1CCN(C(=O)c2ccco2)CC1 (configuration not stated)
→ 0.0	100	0	102	105	106	/	105
CCCCN1CC(O)=C(c2nc(-c3ccc(Br)cc3)cs2)C1=N
→ 0.1	105	12	98	106	98	101	102
COc1ccc(CCNc2oc(Cc3cccc4ccccc34)nc2C#N)cc1OC
→ -0.2	109	5	106	106	103	112	94
COc1ccc(-c2cn3c(C)c(C(=O)Nc4cc(NC(C)=O)ccc4OC)sc3n2)cc1
→ -0.1	100	6	107	104	99	99	98
COc1cc(CNn2cn[nH]c2=S)cc(Br)c1OCc1ccccc1F
→ 0.1	106	1	96	102	97	95	98
c1ccc(CSc2ncn[nH]2)nc1
→ -0.1	96	-1	95	103	91	90	87
O=C(NCC1CCCO1)c1cn(Cc2ccccc2)nc1-c1ccccc1 (configuration not stated)
→ 0.0	102	2	106	100	99	98	123
CC1CCN(c2ccc(N3C(=O)C4CCCCC4C3=O)cc2[N+](=O)[O-])CC1 (configuration not stated)
→ 0.2	97	-1	100	95	95	93	103
N#C/C(=C\c1ccc(O)cc1)C(=O)NCc1cccc(Cl)c1
→ 0.2	100	0	106	101	108	102	108
COc1ccc(N=c2oc3cc(O)ccc3cc2C(=O)Nc2ccccn2)cc1OC
→ 0.0	90	2	85	98	95	93	93
NC(=O)CSC1=N/C(=C\c2ccco2)C(=O)N1c1ccc(OC(F)F)cc1
→ -0.2	93	2	95	94	92	94	93
O=C(O)CSc1ncnc2scc(-c3ccccc3)c12
→ -0.1	109	1	111	119	103	104	98
Cc1ccc(-c2cccc(C(=O)NCc3ccccc3)n2)c2ccccc12
→ 0.0	116	18	91	91	99	101	96
CN(C(=O)C1CCCC1)C1CCS(=O)(=O)C1 (configuration not stated)
→ 0.0	97	-2	101	109	102	105	101
COc1ccccc1NC(=S)N1CCN(c2nc(-c3ccccc3)cs2)CC1
→ -0.1	95	-2	99	91	101	102	106
COc1ccccc1C(=O)NNC(=O)c1ccc(F)cc1
→ -0.2	97	28	116	99	108	111	101
CC(C)(C)C1CCC(OC(=O)C[N+]2(C)CCCCC2)CC1 (configuration not stated)
→ 0.2	104	-1	106	101	98	98	88
Cc1ccc2nc3ccc(N4CCCCCCC4)nn3c(=O)c2c1
→ -0.1	111	-3	98	95	91	99	92
COc1ccc(-n2nc(C(=O)NCC(=O)NCC3COc4ccccc4O3)c3ccccc3c2=O)cc1 (configuration not stated)
→ 0.2	95	2	90	94	93	90	104
CCOC(=O)C1CCN(S(=O)(=O)c2cccc(C(=O)Nc3ccccc3)c2)CC1
→ 0.2	81	2	98	94	111	/	93
CCOC(=O)c1c[nH]c(=S)n(-c2ccccc2)c1=O
→ -0.1	97	-1	108	106	101	99	104
O=C(/C=C/c1cccs1)N1CCN(Cc2ccc3c(c2)OCO3)CC1
→ 0.0	86	1	98	93	99	98	98
ClCc1csc(-c2ccc(Cl)cc2)n1
→ 0.0	88	1	100	91	106	96	90
CC(C)CCn1cnc2c(NCc3ccccc3)ncnc21
→ 0.0	94	7	92	86	94	83	88
CC(O)[C@H]1CNC(=O)C(=O)N1CCc1cccc(F)c1 (some centres not stated)
→ 0.4	98	0	107	107	105	96	117
O=C(COC(=O)Cn1cc(C(F)(F)F)ccc1=O)Nc1ccccc1
→ 0.1	107	1	94	98	98	93	97
CCN1CCN(C(=O)c2ccc3c(=O)n(Cc4ccccc4OC)c(=S)[nH]c3c2)CC1
→ 0.2	105	1	91	102	101	104	105
COC(=O)c1ccc(COc2cccc(OC)c2)o1
→ 0.4	109	0	108	99	98	98	84

Part of the list above with just CIT2 TOR yeast.
Compound,CIT2 TOR yeast
CC(O)[C@H]1CNC(=O)C(=O)N1CCc1cccc(F)c1 (some centres not stated),96
O=C(COC(=O)Cn1cc(C(F)(F)F)ccc1=O)Nc1ccccc1,93

Other entries
Results follow in this order: Efflux pump inh	LAP4 TOR yeast	AHR act	MEP2-GFP yeast	AGP1 TOR yeast	RPL19A TOR yeast	CIT2 TOR yeast	CR mimetic SO
O=C(NCCC1=CCCCC1)c1cc(S(=O)(=O)N2CCOCC2)ccc1Cl
→ -0.1	108	1	105	105	98	104	102
COc1cc2ncnc(NCc3ccc4c(c3)OCO4)c2cc1OC
→ 0.2	94	63*	115	106	112	108	97
COc1ccccc1-n1c(=O)c(C#N)c(-c2ccc([N+](=O)[O-])cc2)c2cc(C(=O)c3cc(F)ccc3O)cnc21
→ 0.2	92	2	98	94	95	89	118
COc1cc(OC)c2ccc(=O)oc2c1C(CC(=O)N1CCCC1)c1ccc(N(C)C)cc1 (configuration not stated)
→ 0.0	93	11	98	88	93	92	112
Cn1c(NC(=O)/C=C/c2ccc(Cl)c(Cl)c2)cc(=O)n(C)c1=O
→ -0.1	99	22	114	109	108	102	101
O=C(CCc1nnc2ccc(NCc3ccco3)nn12)N1CCN(c2ccc(F)cc2)CC1
→ 0.1	98	12	109	103	109	108	94
Cc1ccc2c(c1)N(CC(=O)NCCCN1CCOCC1)C(=O)c1cccnc1O2
→ 0.0	107	-2	103	110	99	100	96
Cc1c(Cl)cccc1NC(=S)NCc1cccn1C
→ -0.4	102	2	101	103	103	93	102
Cc1ccc(-c2csc(NC(=S)NC(=O)/C=C/c3ccco3)n2)cc1
→ 0.4	99	15	100	96	96	87	97
COc1cc(/C=C/c2[nH]c(=O)[nH]c(=O)c2[N+](=O)[O-])cc([N+](=O)[O-])c1O
→ -0.1	90	0	113	114	106	129	97
CC(C)CNC(=O)COc1ncnc2ccccc12
→ 0.0	100	3	119	107	103	104	94
CCOC(=O)c1ccc(N=C2NC(=O)CS2)cc1
→ -0.1	95	3	104	100	102	97	87
Cc1cccc(N2CCN(C(=O)c3ccc4nc(-c5ccco5)c(-c5ccco5)nc4c3)CC2C)c1 (configuration not stated)
→ -0.1	97	0	97	94	94	95	96
CCCCn1c(N)c(N(CCC(C)C)C(=O)C2=NN(c3ccccc3)C(=O)CC2)c(=O)[nH]c1=O
→ 0.0	103	1	108	103	100	105	88
CCCCCN1C(C)=CC(=C(C#N)C#N)C=C1C
→ 0.0	100	-3	114	84	96	102	133
O=C(c1ccc(Cl)c(S(=O)(=O)N2CCCC2)c1)N1CCN(c2ccc(F)cc2)CC1
→ 0.0	91	8	94	98	96	96	98
CCC1(c2ccccc2)NC(=O)N(CC(=O)NCc2ccc(OC)cc2)C1=O (configuration not stated)
→ -0.1	95	1	104	102	103	106	89
OC(COc1ccc(Cl)cc1)CN1CCN(c2cccc(Cl)c2)CC1 (configuration not stated)
→ 0.0	96	1	102	103	101	103	103
CCCCOc1ccc(Cc2cnc(N)nc2N)cc1
→ 0.2	109	-2	100	104	99	95	105
Cc1ccccc1C(=O)NC(=S)Nc1ccc2[nH]c(=O)[nH]c2c1
→ 0.0	97	6	115	101	103	106	108
Cc1ccc(C(=O)NCC(=O)N2CCCN(C)CC2)cc1C
→ 0.1	106	0	104	103	109	105	97
Cc1nc2ccccc2n1CCc1nc2c3ccccc3nc(=S)n2[nH]1
→ 0.0	103	3	102	98	97	103	102
O=C(Nc1ccccc1)NC1(C(=O)NCc2cccs2)CCCCC1
→ 0.0	103	-4	107	108	104	105	84
COc1ccc(/C=C/C(=O)NCC2COc3ccccc3O2)cc1OC (configuration not stated)
→ 0.0	102	6	106	98	93	96	105
CCCC(=O)Nc1ccc(NCc2ccc(C)s2)cc1
→ 0.1	98	2	102	97	99	98	101
O=C(O)c1ccc(S(=O)(=O)N2CCC(n3nnc4cc(C(F)(F)F)ccc43)CC2)cc1
→ -0.1	97	1	104	103	99	109	94
CC(C)(C)c1ccc(C2=NC(=O)C(CC(=O)O)S2)cc1 (configuration not stated)
→ 0.1	96	0	95	93	90	83	99
O=S1(=O)N[C@H](c2ccccc2)C[C@H](c2ccc(C(F)(F)F)cc2)O1
→ 0.2	108	3	89	83	93	64	109
CC1(C)CCc2cc(CN3CCN(c4ccccn4)CC3)ccc2O1
→ 0.0	99	-1	106	102	106	107	106
Cc1cc([N+](=O)[O-])c(C)cc1-c1ccc(/C=N/NC(=O)Cn2nnnc2N)o1
→ 0.1	99	-2	101	106	98	/	106
C=C1CN(Cc2ccccc2)S(=O)(=O)c2ccccc21
→ 0.0	122	-3	95	86	95	77	93
Cc1ccc(-c2nn(-c3cc(N4CCNCC4)ccc3[N+](=O)[O-])c(=O)c3ccccc23)cc1
→ 0.5	95	-2	102	99	103	104	111
COc1cc(CN2CCCC(C(=O)c3ccccc3SC)C2)cc(OC)c1 (configuration not stated)
→ 0.0	95	8	102	103	102	101	92
O=C(c1ccco1)c1cn(CC(=O)N2CCCCCC2)c2ccccc12
→ 0.1	106	8	102	103	97	99	96
O=C(NCCCn1ccnc1)c1ccc(N2CCCCC2)c([N+](=O)[O-])c1
→ 0.1	100	16	97	96	101	101	96
Cc1ccc(S(=O)(=O)N(C)c2ccc3ccccc3c2)cc1
→ 0.0	113	3	96	99	99	92	130
CCCC(=O)n1nc(-c2ccc(Cl)cc2)nc1SC
→ -0.1	112	6	99	102	93	104	96
CN(CC1CCN(CCc2cccc(C(F)(F)F)c2)CC1)C(=O)c1ccc(F)cc1F
→ -0.1	98	0	106	102	104	105	84
COc1ccccc1NC(=O)CSc1nnc(C)n1CCc1ccccc1
→ 0.1	/	10	91	87	89	83	84
O=C(CCC(=O)N1CCOCC1)Nc1ccc(Cl)c(Cl)c1
→ 0.5	103	0	109	99	103	120	79
CCOc1ccc2[nH]c(=O)c(CN(CCO)Cc3nnnn3CCc3ccccc3)cc2c1
→ -0.2	99	3	119	98	94	98	90
CC(C)Oc1ccc(/C=C/C(=O)NCC2COc3ccccc3O2)cc1 (configuration not stated)
→ -0.1	108	16	112	88	96	97	102
CCOc1ccc(CCNC(=O)c2sc3nc4n(c(=O)c3c2C)CCC4)cc1
→ 0.0	124	0	106	83	91	100	91
